S100A4 MyoIIA: S100A4-myosin IIA interaction inhibition. AID 652163. P26447. inhibition, % at 10.7 µM. 360,000 compounds, 0.14% hits. S100A4/TAMRA-MyoIIA peptide fluorescence polarization;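 active = mean inhibition of at least 70% across replicates, with every replicate also reaching that level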
Target sequence (P26447 whole entry, looked up): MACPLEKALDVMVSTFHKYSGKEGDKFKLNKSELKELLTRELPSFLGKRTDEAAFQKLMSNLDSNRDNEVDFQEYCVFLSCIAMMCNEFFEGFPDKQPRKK
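Test system – S100A4 monomer (human) · Compound – single-point compound testing · Schedule – 5 min incubation before reading · Probe or stimulus – TAMRA-labelled myosin IIA heavy-chain peptide probe, 5 nM · Benchmarks – neutral control DMSO, positive control TFP · Medium – Calcium-containing HEPES buffer, pH 7.2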
C2C12 statin: suppression of simvastatin myotoxicity | C2C12 myotubes + simvastatin, ATP luminescence, 48 h; scaled: DMSO 0, geranylgeraniol control 100 | rescue of ATP level, % at 7.49 µM | 330,000 compounds, 0.78% hits | AID 602340;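 active = mean ATP rescue above about 67%, or every replicate alone reaching that limit, limit read from the data, passing the limit was not always enough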;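 also: myotubes were challenged with 10 µM simvastatin during compound exposure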
XiGFP reactiv: activators of X-chromosome reactivation in mouse fibroblasts. XiGFP mouse fibroblasts, % GFP-positive cells imaging, 3 d; cells co-treated with 5-aza-dC sensitizer; scaled so ellipticine positive control = 100%. activation, % at 7.58 µM. 360,000 compounds, 0.055% hits;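 active = mean normalized replicate activation at least 10% and every replicate at or above 10%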;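 also: 0% = median of on-plate neutral control wells and 100% = ellipticine 6 µM median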
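material = 68-5-11 XiGFP fibroblast line | medium = DMEM plus 5-aza-dC sensitizer | schedule = 3 days compound exposure | benchmarks = positive control ellipticine, 6 µM final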
LGR2 antag: blocks bursicon-induced cAMP signaling via Drosophila LGR2; HEK293 LGR2, CRE-luciferase, bursicon-stimulated, 4 h; AID 720647; inhibition, % at 9.99 µM; 380,000 compounds, 0.35% hits;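 active = drop in luminescence signal, shown as inhibition above about 50% in the replicate tests, limit read from the data, passing the limit was not always enough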;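 also: agonist challenge used bursicon conditioned medium at about half maximal strength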
SIRT5 block: blocks human SIRT5 desuccinylation of peptide; inhibition, % at 15 µM; Purified SirT5, succinyl-peptide AMC, trypsin-coupled fluorescence; 330,000 compounds, 1.1% hits; Q9NXA8; in the data active = inhibition above about 15%
PGC1a acetyl inh: modulators of PGC1a acetylation; U2OS PGC1a acetylation, AlphaScreen anti-acetyl-lysine; with virally co-expressed GCN5 acetyltransferase; inhibition, % at 15.6 µM; 350,000 compounds, 0.17% hits;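 active = every replicate shows inhibition of at least 40%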;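 also: 0% = neutral control wells and 100% = positive control wells; some results beyond the cut were filed as inactive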
Cneo AK release: Cryptococcus neoformans lysis via adenylate kinase release; C. neoformans lysis, adenylate kinase release luminescence, 4 h; normalised: neutral wells 0, clomiphene wells 100; 360,000 compounds, 0.2% hits; AID 651654; lysis activity, % at 15 µM;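 active = mean lysis activity across replicates of at least 80%, whatever share of replicates individually reach that level; inactive = mean lysis activity below 80%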
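Assay system: Cryptococcus neoformans yeast cells / Dosing: single-point compound dose / Timing: 4 h at 37 °C static, read 1 h later / Measured by: luminescence of released adenylate kinase using an AK detection reagent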
ERAP1 inh: ERAP1 (human) enzyme inhibition; recombinant ERAP1, Leu-AMC fluorescence, 60 min; inhibition, % at 10.7 µM; 340,000 compounds, 0.15% hits;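 active = mean replicate inhibition of at least 30%, or all replicates individually reaching that 30% level; inactive = mean below 30% and not every replicate reaching it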;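 also: 0% = neutral control wells and 100% = L-leucinethiol positive control wells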
Target sequence (Q9NZ08 whole entry, looked up): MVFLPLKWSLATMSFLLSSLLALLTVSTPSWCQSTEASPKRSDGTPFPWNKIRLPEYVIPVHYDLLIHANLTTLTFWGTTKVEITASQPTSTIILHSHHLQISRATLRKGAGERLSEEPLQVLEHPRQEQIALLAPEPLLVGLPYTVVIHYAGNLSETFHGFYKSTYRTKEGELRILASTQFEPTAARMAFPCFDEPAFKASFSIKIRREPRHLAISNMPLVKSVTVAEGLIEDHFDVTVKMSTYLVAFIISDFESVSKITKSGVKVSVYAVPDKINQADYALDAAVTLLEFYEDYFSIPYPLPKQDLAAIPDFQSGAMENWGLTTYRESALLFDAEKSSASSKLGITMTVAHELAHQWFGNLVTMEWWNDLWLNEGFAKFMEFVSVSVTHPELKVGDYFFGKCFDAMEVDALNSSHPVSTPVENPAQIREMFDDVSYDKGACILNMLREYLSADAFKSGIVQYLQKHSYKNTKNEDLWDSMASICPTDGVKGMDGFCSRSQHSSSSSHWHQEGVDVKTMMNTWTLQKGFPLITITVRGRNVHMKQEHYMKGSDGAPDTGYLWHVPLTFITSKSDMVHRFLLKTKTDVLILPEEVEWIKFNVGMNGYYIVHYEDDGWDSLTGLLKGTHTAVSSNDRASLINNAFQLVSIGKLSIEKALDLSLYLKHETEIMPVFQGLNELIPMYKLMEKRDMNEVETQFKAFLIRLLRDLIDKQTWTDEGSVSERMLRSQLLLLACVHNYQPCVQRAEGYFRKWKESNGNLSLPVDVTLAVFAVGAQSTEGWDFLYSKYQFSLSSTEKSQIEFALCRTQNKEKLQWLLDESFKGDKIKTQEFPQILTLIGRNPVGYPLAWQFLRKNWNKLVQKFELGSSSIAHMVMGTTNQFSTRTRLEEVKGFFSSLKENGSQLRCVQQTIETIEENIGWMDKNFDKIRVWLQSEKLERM
* marks the source's active call; other numbers are inactive results; x = no result given; & = joins results of further samples. The list is partial, so the mix of outcomes need not match the whole.

#	smiles	S100A4 MyoIIA	C2C12 statin	XiGFP reactiv	LGR2 antag	SIRT5 block	PGC1a acetyl inh	Cneo AK release	ERAP1 inh
1	C[C@@H]1CN([C@H](C)CO)C(=O)Cc2cc(NC(=O)Nc3cccc4ccccc34)ccc2O[C@H]1CN(C)CC1CC1	59	25	-1.1	-3	10	6	0	3
2	O=C(CSc1nc2c(c(=O)[nH]1)CCC2)Nc1ccccc1Cl	-6	2	0.0	6	6	-10	x	-4
3	CC(=O)CSc1cc(C)nc2c(-c3ccccc3)c(C)nn12	-2	x	-0.1	-5	-2	4	x	x
4	C[C@H]1CCCCO[C@H](CN(C)C(=O)Nc2ccc(F)cc2)[C@@H](C)CN([C@@H](C)CO)C(=O)c2cc(NC(=O)Cc3ccccc3)ccc2O1	5	44	-1.1	2	3	18	-6	-1
5	O=C(N/N=C/c1ccc(Br)cc1)c1cc[n+]([O-])cc1	-3	-21	0.5	-3	5	10	-5	2
6	CC(=O)Nc1nc(C)cs1	1	-9	-0.1	-6	0	x	-1	-4
7	Cc1ccccc1-n1nc(C)c2cc(C(=O)N3CCOCC3)sc21	x	-13	x	2	x	21	3	x
8	CCc1ccc(NC(=S)NC(=O)CC(C)C)cc1	-3	x	0.2	-42	-3	x	x	2
9	CCS(=O)(=O)N[C@@H]1CC[C@@H](CC(=O)NCc2ccccn2)O[C@@H]1CO	1	-4	-0.4	-16	1	8	-15	2
10	COCOCCn1cc(CN2CCS(=O)(=O)N(Cc3ccc(-c4ccc(Cl)c(Cl)c4)cc3)C(C)C2=O)nn1 (stereo unspecified)	2	-22	0.2	-8	-2	3	0	-4
11	C[C@H]1CN([C@@H](C)CO)C(=O)Cc2cc(NC(=O)Nc3ccc(F)cc3)ccc2O[C@H]1CN(C)Cc1ccncc1	-3	-36	-0.2	x	-2	-7	2	2
12	O=C(NC1CCCC1)N1CCCCN2[C@@H](CO)[C@@H](c3ccc(/C=C/c4ccccc4)cc3)[C@@H]2C1	-10	14	0.1	26	-2	-3	15	3
13	CCCN1[C@H](C(=O)NC2CCC2)[C@@H](CO)[C@@H]2Cn3c(ccc(-c4cccnc4)c3=O)[C@@H]21	4	10	0.3	2	-3	x	-1	2
14	CCOC(=O)[C@H]1[C@H]2COc3cc(OC)ccc3[C@@H]2N2C(=O)CN(Cc3ccc(C)cc3)C(=O)[C@@]12C	0	4	0.2	1	0	x	0	0
15	COc1ccc(OC2CCN(C(=O)Nc3ccc(C)cc3)CC2)cc1	-5	-2	0.0	2	-1	x	-3	2
16	Cc1ccccc1CN1CCN(C(=O)c2cccc3ccccc23)CC1	-8	-4	0.2	27	-1	-4	1	6
17	O=C(CSc1ncc(S(=O)(=O)c2ccccc2)c(=O)[nH]1)Nc1ccccc1Cl	-2	x	0.9	5	1	-6	x	4
18	CNC[C@H]1OCCCC[C@@H](C)Oc2ccc(NS(=O)(=O)c3cn(C)cn3)cc2C(=O)N([C@@H](C)CO)C[C@H]1C	x	x	0.0	12	x	-4	5	x
19	CC(C)=C1SC(N2CCN(c3ccc(C)c(Cl)c3)CC2)=NC1=O	-4	x	0.0	5	2	11	x	x
20	Cc1ccc(/C=C2\SC(=S)N(CCCC(=O)N3CCOCC3)C2=O)cc1	-2	18	0.0	1	-2	x	-2	2
21	C=CCOc1ccc2c3c(c(=O)oc2c1)CCCC3	0	-9	0.0	-38	-3	15	-7	1
22	O=C(CSC1=NS(=O)(=O)c2ccccc2N1)Nc1ccc(F)cc1	17	12	0.0	14	-5	-63	2	-2
23	O=C(c1ccc2c(c1)OCCO2)N1CCN(c2ccc(C(F)(F)F)cn2)CC1	1	1	0.1	-4	-1	x	1	-2
24	COc1ccc(C(C)(O)c2nc(-c3ccc(Cl)cc3)cs2)cc1 (stereo unspecified)	-4	-9	-0.1	19	x	-5	-5	1
25	CCCCn1c(N)c(Sc2ccccc2[N+](=O)[O-])c(=O)[nH]c1=O	-21	-7	-0.1	-9	0	x	-1	2
26	O=C(COC(=O)C1CC(=O)N(Cc2ccccc2)C1)Nc1ccccc1F (stereo unspecified)	0	x	-0.6	21	-3	-1	x	1
27	C[C@H](CO)N1C[C@H](C)[C@H](CN(C)C(=O)Nc2ccccc2F)Oc2cc(-c3ccccc3)ccc2S1(=O)=O	10	-20	-0.3	19	4	-10	-2	-6
28	COC(=O)C1=C(C)N(CCCC(=O)O)C(=O)NC1c1ccccc1Cl (stereo unspecified)	2	11	0.1	-9	-7	x	-1	1
29	COC(=O)c1cc(S(=O)(=O)NCCc2ccc(SC)cc2)c[nH]1	-4	3	0.2	2	0	-7	4	-4
30	NC(=O)c1nc[nH]c1C(=O)Nc1cccc(NC(=O)c2cccc(C(F)(F)F)c2)c1	-2	2	0.2	6	x	x	-2	1
31	CCCc1cn(CC[C@H]2CC[C@@H](NC(=O)Nc3ccccc3F)[C@@H](CO)O2)nn1	2	0	0.2	13	1	-16	18	1
32	COc1ccccc1NC(=S)NC(C)=O	7	x	-0.8	0	0	-3	x	3
33	O=C(C[C@H]1C=C[C@H](NC(=O)CN2CCOCC2)[C@@H](CO)O1)NC1CCC1	15	4	-1.4	9	-4	-5	-2	-2
34	CC(C)(C)OC(=O)Nc1ccc([C@@H](NC(=O)OC(C)(C)C)C(=O)OC(C)(C)C)cc1	3	83*	0.5	-12	4	-16	1	-1
35	O=C(Nc1ccc(S(=O)(=O)Nc2nccs2)cc1)C1=NN(c2ccccc2)C(=O)CC1	2	x	x	0	2	10	-1	x
36	CC(=O)NS(=O)(=O)c1ccc(N)cc1	-3&-5	-3&7	-0.3&0.2	10&-2	2&-4	-6&-11	-1&0	-2&1
37	CCN(CC(=O)NCc1ccc(F)cc1)CC(=O)Nc1ccc(S(=O)(=O)N2CCCC2)cc1	3	2	0.0	20	-6	-3	-1	-5
38	Cc1ccc(-n2c(Cc3cccn3C)nnc2SCC(=O)Nc2ccc3c(c2)OCO3)cc1	2	13	x	23	2	3	-3	1
39	Nc1[nH][nH]c(=O)c1N=Nc1ccc2c(c1)OCO2	0	-7	0.0	-63	0	-2	x	-4
40	COc1ccc(S(=O)(=O)N(C)C[C@H]2Oc3ccc(NC(=O)Nc4ccc5c(c4)OCO5)cc3CC(=O)N([C@@H](C)CO)C[C@@H]2C)cc1	-32	-6	-0.2&0.0	7&-4	x	6	1	0
41	CCCCCCCCN1C(=O)[C@H](CC(=O)NCCCN2CCCC2=O)C[C@@]2(C(=O)OCC)CCCC=C12	-4	x	0.2	18	0	x	x	-3
42	NC1=NC(=O)/C(=C/c2cc(Br)c(O)c(Br)c2)S1	-7	0	0.0	-7	5	x	x	2
43	Cc1cccc(NC(=O)Cn2nc([N+](=O)[O-])c(Br)c2C)n1	-2	0	-0.1	9	-2	2	-1	-1
44	COc1nc(OC)nc(N2CCC(C(=O)NC3CC3)CC2)n1	0	x	0.4	-6	1	-5	x	-4
45	COc1ccc(S(=O)(=O)CCC(=O)NCCc2cccc(C)c2)cc1	-4	21	x	15	-2	-22	0	3
46	CCCn1nnnc1NCc1cccc(OC)c1OC	0	-4	0.0	-19	-4	x	2	0
47	O=C(CSc1ncn[nH]1)c1ccco1	0	x	x	18	6	4	-1	19
48	C[C@@H]1CN([C@H](C)CO)C(=O)c2cc(NC(=O)CCN3CCOCC3)ccc2O[C@@H]1CN(C)Cc1ccc(C(F)(F)F)cc1	-7	23	-1.2	-7	3	-2	-5	-1
49	C[C@H](CO)N1C[C@H](C)[C@@H](CN(C)C(=O)Nc2ccc(F)cc2)Oc2ncc(-c3cccnc3)cc2C1=O	-3	18	0.0	7	-2	6	2	-2
50	COc1ccc(NC2CCCN(C(=O)c3csc(C(C)C)n3)C2)cc1 (stereo unspecified)	-1	-10	0.0	3	-6	2	2	-1

Next entries.
#	smiles	S100A4 MyoIIA	C2C12 statin	XiGFP reactiv	LGR2 antag	SIRT5 block	PGC1a acetyl inh	Cneo AK release	ERAP1 inh
51	O=C(c1cc2ccccc2[nH]1)N(Cc1cccnc1)CC1CCCN(C2CCCCC2)C1 (stereo unspecified)	-15	5	0.1	-9	0	-3	1	1
52	CCCN1C(=O)c2cc(C(=O)Nc3ccccc3OC)ccc2C1Nc1ccccc1OC (stereo unspecified)	-3	x	0.0	24	-3	-7	x	-1
53	CCC(=O)N1[C@@H]2c3ccc(C4=CCCC4)c(=O)n3C[C@H]1[C@H](CO)[C@H]2C(=O)N[C@@H](C)c1ccccc1	-1	-12	-0.1	-13	-7	x	0	1
54	O=[N+]([O-])c1ccccc1S(=O)(=O)Nc1ncccn1	-3	3	0.0	-18	-3	-6	7	1
55	O=C(Cc1ccccc1)NN1C(=O)/C(=C/c2ccccc2C(=O)O)SC1=S	3	x	0.0	-3	5	x	3	-7
56	COCCCN1C(=O)[C@@]2(Cc3ccccc31)c1ccccc1C(=O)N(C1CCCCC1)[C@H]2c1ccc(CO)cc1	3	x	x	x	0	7	-1	-2
57	CC1(C)Cc2cccc(OCC(=O)OCC(=O)NCc3ccccc3)c2O1	-1	x	0.1	4	2	-11	0	10
58	NC(=O)C1CCN(S(=O)(=O)c2cccc(S(=O)(=O)N3CCCCC3)c2)CC1	-3	9	x	7	3	6	0	3
59	CC(C)[N+]1(C)[C@@H]2CC[C@H]1CC(OC(=O)C(CO)c1ccccc1)C2 (stereo partly specified)	3&0&-2	3&-5&5	-0.1&0.1	x	0&-2	4&4&-7	-5&4&-3	-1&0
60	O=C(CCN1CCC2CCC(C2)C1)c1ccc(F)cc1 (stereo unspecified)	-2	7	0.1	x	x	-18	4	-3
61	Cc1noc(C)c1S(=O)(=O)N(C)C[C@@H]1OCCCC[C@@H](C)Oc2ccc(NS(C)(=O)=O)cc2C(=O)N([C@@H](C)CO)C[C@@H]1C	-3	x	-0.1	-7	-3	-2	4	0
62	O=C(C[C@@H]1CC[C@@H]2[C@H](COC[C@H](O)CN2Cc2cccc(C(F)(F)F)c2)O1)NCc1ccc(F)cc1	-12	10	0.1	-24	17*	6	-6	1
63	COC(=O)c1cccc(NC(=O)CCN2C(=O)C3CC=CCC3C2=O)c1 (stereo unspecified)	2	-11	0.3	-18	-7	-2	5	-3
64	CSc1cccc(NC(=O)c2cnccn2)c1	x	13	x	-8	x	10	2	x
65	O=C(c1ccccc1)N1CC(=O)N2[C@H](C1)[C@H](c1ccc(-c3ccccc3)cc1)[C@@H]2CO	5	x	0.0	-1	2	2	x	-13
66	C/C(=N\NC(=O)C12CCC(C)(C(=O)O1)C2(C)C)c1ccccc1O (stereo unspecified)	1	-11	0.2	15	-5	7	0	-3
67	Cc1ccc(NC(=O)CCn2nnc3ccccc32)c(C)c1	-11	3	0.0	4	0	8	x	0
68	COc1cc2sc3ccc(-c4ccc(N(C)C)nc4)cc3c(=O)c2cc1OC	-4	x	0.0	-48	x	x	x	1
69	CN1C(=O)c2cc(NC(=O)c3ccc(C(F)(F)F)cc3)ccc2OC[C@@H]2O[C@@H](CC(=O)O)CC[C@@H]21	-2	-13	-0.1	-10	3	-2	-1	0

Entries of single compounds, quoted from the list. Order of screens: S100A4 MyoIIA	C2C12 statin	XiGFP reactiv	LGR2 antag	SIRT5 block	PGC1a acetyl inh	Cneo AK release	ERAP1 inh
O=C(CCN1CCC2CCC(C2)C1)c1ccc(F)cc1 (stereo unspecified) is listed as -2	7	0.1	x	x	-18	4	-3
CC1(C)Cc2cccc(OCC(=O)OCC(=O)NCc3ccccc3)c2O1 is listed as -1	x	0.1	4	2	-11	0	10
